# GIRK2 activator – Activators of human GIRK2-containing channels | AID 1259324 | P48051 | activation (% efficacy), % for hits at 37.5 µM | HEK293 GIRK2/NPY4 cells, thallium flux fluorescence | 34,000 tested, under 10 active;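 active = primary screen hit, no activity in plain HEK293 cells, and in GIRK2-only cells above 5% efficacy rising with concentration; inactive = the rest, including fluorescent compounds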;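 also: efficacy is normalized control-subtracted fluorescence 15 s after thallium addition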
# Target sequence (P48051 whole entry, looked up): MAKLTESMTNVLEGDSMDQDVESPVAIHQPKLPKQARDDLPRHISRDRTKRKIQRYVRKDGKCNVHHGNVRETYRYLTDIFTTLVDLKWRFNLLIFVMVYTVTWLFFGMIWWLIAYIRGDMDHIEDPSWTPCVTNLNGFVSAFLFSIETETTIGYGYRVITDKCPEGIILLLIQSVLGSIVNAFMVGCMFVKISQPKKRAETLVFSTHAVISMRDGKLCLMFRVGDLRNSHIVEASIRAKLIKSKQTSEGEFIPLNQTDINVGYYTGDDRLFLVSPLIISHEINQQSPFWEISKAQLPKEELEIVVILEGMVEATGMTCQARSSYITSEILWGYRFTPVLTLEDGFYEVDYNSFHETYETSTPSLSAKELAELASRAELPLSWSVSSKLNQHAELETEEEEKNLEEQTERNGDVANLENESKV
# Calls only; i = inactive. The list is partial, so the mix of outcomes need not match the whole.
SMILES,GIRK2 activator
O=C(Cc1csc(SCC(=O)c2ccccc2)n1)NCC1CCCCC1,i
COc1ccc(Cl)cc1NC(=O)c1ccc(=O)n(Cc2ccccc2Cl)c1,i
CN(C)C(=O)Cc1ccc(NS(=O)(=O)c2ccc(Cl)s2)cc1,i
CCC(=O)Nc1ccc(SCC(=O)Nc2ccc(OC)c(OC)c2)nn1,i
O=C(Nc1ccccc1NC(=O)c1ccsc1)Nc1ccccc1C(F)(F)F,i
Cc1ccc(Oc2ccc(C(=O)N3CCOCC3)cc2)nn1,i
CCc1c(C#N)c(SCCC(=O)Nc2cccc(OC)c2)nc2c1C(=O)CC(C)(C)C2,i
CS(=O)(=O)N1CCCC(C(=O)Nc2ccc(-c3nc4ccccc4o3)cc2)C1 (configuration not stated),i
CC(C)(C)NC(=O)N1CCC(CNS(=O)(=O)/C=C/c2ccccc2)CC1,i
Cn1ccnc1N1CCN(C(=O)/C=C\c2ccccc2)CC1,i
O=C(NCCC1=CCCCC1)C(=O)NCC1CCN(c2ccccn2)CC1,i
CCOc1ccc(-n2nnc(C(=O)NCCc3ccccc3)c2N)cc1,i
Cc1c(C(=O)NCc2ccc(-c3ccccc3)o2)nnn1-c1ccccc1,i
Cc1cc(C)c(NC(=O)CN2C(=O)c3ccccc3S2(=O)=O)c(C)c1,i
O=C(NCCn1ncc2c(N3CCN(c4ccccc4)CC3)ncnc21)c1cccc(Cl)c1,i
Cc1nnsc1C(=O)N1CCC(CNC(=O)c2ccc(Cl)s2)CC1,i
O=c1oc(-c2cccnc2)nc2ccc(Br)cc12,i
NC(=O)CCc1csc2nc(-c3ccc(Cl)cc3)cn12,i
CC(C)(C)n1ncc2c(=O)n(CCC(=O)NCc3cccs3)cnc21,i
Cc1[nH]n2c(=O)c(CCO)c(C(=O)O)nc2c1-c1ccc(Cl)cc1,i
CC(C)(C)OC(=O)N1CCN(Cc2nc(C3CC3)cs2)CC1,i
COc1ccc(-c2noc(Cn3ccn4nc(-c5ccc(F)cc5)cc4c3=O)n2)cc1OC,i
CCc1ccc(NC(=O)Cn2ccn(Cc3ccc(Cl)cc3)c(=O)c2=O)cc1,i
O=C(CS(=O)(=O)c1cccs1)NCc1ccco1,i

# No new results follow: entries from further up.
SMILES,GIRK2 activator
CC(C)(C)OC(=O)N1CCN(Cc2nc(C3CC3)cs2)CC1,i
COc1ccc(-c2noc(Cn3ccn4nc(-c5ccc(F)cc5)cc4c3=O)n2)cc1OC,i
CCc1ccc(NC(=O)Cn2ccn(Cc3ccc(Cl)cc3)c(=O)c2=O)cc1,i
O=C(CS(=O)(=O)c1cccs1)NCc1ccco1,i

# The list goes on.
SMILES,GIRK2 activator
CC(C)(C)n1ncc2c(=O)n(NC(=O)c3ccc(Br)o3)cnc21,i
COc1ccc(C(=O)NCCC2=CCCCC2)cc1,i
COCCn1c(-n2nc(C)cc2C)nc2c1c(=O)n(CC(=O)OC)c(=O)n2C,i
COc1cccc(-c2cc(CC(=O)Nc3nccs3)no2)c1,i
COc1ccc(S(=O)(=O)Nc2ccc(N3CCCC3=O)cc2)cc1OC,i
Cc1nc(-n2nc(-c3ccco3)cc2NC(=O)CSCc2ccccc2)[nH]c(=O)c1C,i
CS(=O)(=O)N1CCC(CNC(=O)c2cccc(Cl)c2)CC1,i
CC(C)(C)NC(=O)N1CCC(CNS(=O)(=O)c2cccc(C(F)(F)F)c2)CC1,i
COc1ccc(CNc2oc(-c3ccc(S(=O)(=O)N4CCCCCC4)cc3)nc2C#N)cc1,i
CCN1C(SCC(=O)Nc2cccc(Cl)c2C)=NS(=O)(=O)c2ccccc21,i
CN(C)CCNC(=O)C(=O)Nc1cccc(N2CCCC2=O)c1,i
CN(C)c1nn(CC(=O)Nc2ccc3c(c2)OCO3)cc1-c1ccc(Cl)cc1,i
CC(C)c1nc(-c2ccc(N3CCN(C(=O)/C=C\c4ccc5c(c4)OCO5)CC3)nc2)no1,i
NC(=O)C1CCN(C(=O)Cc2csc(Nc3ccccc3)n2)CC1,i
Cc1cc(C)c(S(=O)(=O)N2CCN(c3ccc(Nc4ccncc4)nn3)CC2)cc1C,i
O=C(NCc1cccs1)C(=O)NCC1CCN(C(=O)/C=C/c2ccco2)CC1,i
Cn1nc(NC(=O)C(C)(C)Oc2ccc(Cl)cc2)c2c1NC(=O)CC2c1ccccc1 (configuration not stated),i
CC(C)NC(=O)Nc1nc2c(s1)CN(C(=O)OC(C)(C)C)CC2,i
CCN(CC)S(=O)(=O)c1cc(C)ccc1NC(=O)c1cc2c(=O)n3ccccc3nc2s1,i
CCc1nc2sc(C(c3ccc(C(F)(F)F)cc3)N3CCN(CC)CC3)c(O)n2n1 (configuration not stated),i
CC(C)(C)C(=O)Nc1nnc(Cc2cccs2)o1,i
CCOc1nn(CC)cc1-c1nnc(SCC(=O)N2CCC(C)CC2)n1C,i
O=C(Cn1ccc2ccccc21)NC1CCCCC1N1C(=O)CSC1=O (configuration not stated),i
O=C(NCc1cnn2ccccc12)Nc1cccs1,i
CN(Cc1ccccc1)S(=O)(=O)c1cc2c3c(c1)CCC(=O)N3CCC2,i
O=C(NCCS(=O)(=O)N1CCN(CCc2ccccc2)CC1)c1ccccc1Cl,i
CCOc1ccc(S(=O)(=O)Nc2cccc(C)n2)c(C)c1C,i
COc1cc(OC)cc(C(=O)NCC2CCN(c3ncccn3)CC2)c1,i
COc1ccc(S(=O)(=O)Nc2ccc(N3CCCCC3=O)cc2)c(OC)c1,i
O=C(CCC1CCCCC1)NCCn1ncc2c(N3CCCCCC3)ncnc21,i
Cc1ccc(C)c(S(=O)(=O)N2CCN(c3ccc(-c4cccnc4)nn3)CC2)c1,i
COC(=O)Nc1nc(CC(=O)NCCc2c[nH]c3ccccc23)cs1,i
CCCNC(=O)Cn1nc2c(c1NC(=O)c1ccc(C)c(C)c1)CSC2,i
COc1ccccc1N1CCN(C(=O)Cc2cc(-c3ccc4c(c3)OCCO4)on2)CC1,i
CC(C)(C)c1ccc(NC(=O)N2CCN(Cc3nc(-c4ccco4)cs3)CC2)cc1,i
COc1ccc(C)cc1S(=O)(=O)NCCOc1ccc(-c2ccccc2)nn1,i
CC(C)(C)c1csc(CN2CCN(S(=O)(=O)c3ccc(F)cc3)CC2)n1,i
CCOc1ccc(-c2ccc(OCCNS(=O)(=O)c3cc(F)ccc3F)nn2)cc1,i
Cn1ccnc1N1CCN(C(=O)CN2C(=O)CCC2=O)CC1,i
O=C(CCCn1c(=S)[nH]c2ccc(Br)cc2c1=O)NCc1ccccc1Cl,i
COc1ccc(CNC(=O)C(=O)NCC2COC3(CCCCC3)O2)cc1 (configuration not stated),i
COc1ccc(C(CNS(=O)(=O)c2ccc(C)cc2)N2CCN(C)CC2)cc1 (configuration not stated),i
CC(=O)N1CC(C(=O)Nc2ccc(S(N)(=O)=O)cc2)C1,i
O=C(CSc1nccnc1N1CCSCC1)Nc1ccc(Br)cc1,i
Cc1ccc(N2CCN(C(=O)c3cccc(Cl)c3)CC2)nn1,i
Cn1c(-c2ccccc2)nn(CCNC(=O)c2ccc(N3C(=O)CCC3=O)cc2)c1=O,i
CC(C)c1cccc(C(C)C)c1NC(=O)c1ccco1,i
COC(=O)c1ccc(OC)c(Cn2cnc3c(-c4ccccc4)csc3c2=O)c1,i
O=C(NCCC(O)c1ccco1)C(=O)Nc1cc2c3c(c1)CC(=O)N3CCC2 (configuration not stated),i
Cc1[nH]c(=O)[nH]c(=O)c1CC(=O)NCCn1nc(-c2ccco2)ccc1=O,i
O=C(NCc1ccccc1)c1sccc1S(=O)(=O)N1CCN(c2ccccc2F)CC1,i
CCc1ccc(S(=O)(=O)N2CCN(c3ccc4nncn4n3)CC2)cc1,i
Cc1cc(C)n(CC(=O)Nc2ccc(C(C)C)cc2)c(=O)c1S(=O)(=O)c1ccccc1,i
O=C(Cc1cccs1)NCc1ccc(-c2ccc(F)cc2)o1,i
O=S(=O)(NCCOc1ccc(-c2ccco2)nn1)c1ccc2c(c1)CCCC2,i
O=C1CN(c2ccccc2NC(=O)Cn2cccn2)CCN1,i
O=C(Nc1ccc(N2CCCCC2=O)cc1)c1cccc2ccccc12,i
O=C(Cc1csc(Nc2cccc(C(F)(F)F)c2)n1)Nc1ccc2c(c1)OCO2,i
Cc1ccc(S(=O)(=O)N2CCC(C(=O)Nc3cccc(-c4nc5ccccc5o4)c3)CC2)cc1,i
O=C(NCCS(=O)(=O)N1CCN(Cc2ccccc2)CC1)c1ccco1,i

# (cont.)
SMILES,GIRK2 activator
CCN1CCN(Cc2ccc3cccnc3c2O)CC1,i
CCCN1COc2ccc3c(=O)c(-c4ccccc4OC)c(C(F)(F)F)oc3c2C1,i
COc1ccc(C)c2sc(N3CCN(C(=O)c4ccno4)CC3)nc12,i
CSc1ncccc1C(=O)N1CCC(CNC(=O)c2ccccc2Br)CC1,i
C=CCOc1cccc(C2C(C(=O)c3ccco3)=C(O)C(=O)N2CCN(CC)CC)c1 (configuration not stated),i
COc1ccc(Cl)cc1C(=O)N1CCOC(c2ccccc2)C1 (configuration not stated),i
CCOc1ccc(S(=O)(=O)Nc2ccc3c(c2)CCC(=O)N3Cc2ccccc2)cc1,i
CCCC(=O)NCCNc1cc(-n2ccnc2C)ncn1,i
COC(=O)N1CCC(CNC(=O)C23CC4CC(CC(C4)C2)C3)CC1,i
O=C(Nc1nc(-c2ccco2)cs1)C1CCCN(c2ccc(-n3ccnc3)nn2)C1 (configuration not stated),i
CCn1cnc2c(Nc3ccc(F)cc3)ncnc21,i
Cc1ccc(N2CCN(C(=O)Cc3ccccc3)CC2)nn1,i
O=C(Cc1cc(-c2ccc3c(c2)OCO3)on1)NCCc1ccccc1,i
CC(=O)N1CC(C(=O)NCc2ccc(F)cc2)C1,i
Cc1nn(C2CCS(=O)(=O)C2)c2nc(-c3cccs3)cc(C(=O)Nc3ccc(F)cc3F)c12 (configuration not stated),i
COc1cccc(-c2nc(COC(=O)c3nnn(-c4cccc(SC)c4)c3C)c(C)o2)c1OC,i
O=C(CSCc1ccccc1)Nc1ccccc1F,i
O=C(NCC1CCN(S(=O)(=O)C2CC2)CC1)c1ccccc1C(F)(F)F,i
Cc1ccc(OCC(=O)N2CCC(CN3CCN(C)CC3C)CC2)cc1 (configuration not stated),i
Cc1cccc(NC(=O)CSc2nc3ccccc3c(=O)n2Cc2ccc(C(=O)NC3CC3)cc2)c1,i
Cc1cc(C(=O)Nc2ccc3c(C)cc(=O)[nH]c3c2)c(C)o1,i
COc1ccc(-c2ccc(N3CCN(C(=O)CSc4ccc(F)cc4)CC3)nn2)cc1,i
Cc1ccc(NCCNC(=O)c2ccc3c(c2)OCO3)nn1,i
CC(O)(CNC(=O)C(=O)NCc1ccc2c(c1)OCO2)c1ccc(-c2ccccc2)cc1 (configuration not stated),i
CC(C)c1cccc2sc(N(Cc3ccco3)C(=O)c3ccn(C)n3)nc12,i
COc1ccc(OCC(=O)Nc2ccc(CC(=O)N3CCCC3)cc2)cc1,i
O=C(Cn1nc(S(=O)(=O)c2ccccc2)ccc1=O)Nc1ccc(Br)cc1F,i
O=C(Nc1cc(C(F)(F)F)cc(C(F)(F)F)c1)c1ccc(=O)[nH]n1,i
Cc1ccc(-n2nnnc2CN2CCN(S(=O)(=O)c3ccccc3F)CC2)cc1,i
O=C(Nc1ncc([N+](=O)[O-])s1)c1ccc(=O)n(Cc2cccc(C(F)(F)F)c2)c1,i
COc1ccccc1-c1nnc(NC(=O)C2CCN(S(C)(=O)=O)CC2)o1,i
O=C(Nn1cnc2c(cnn2-c2cccc(Cl)c2)c1=O)c1cccc(Br)c1,i
O=C(Nc1ccccc1Cl)N(Cc1ccsc1)Cc1ccccn1,i
O=C(NCCN1CCN(c2ccc(F)cc2)CC1)C(=O)Nc1ccc2c(c1)OCO2,i
COc1ccc(CNC(=O)N2CCN(CCn3ccnc3)CC2)cc1,i
Cc1nnsc1C(=O)N1CCC(CNC(=O)C(=O)Nc2ccon2)CC1,i
COC(=O)c1sc2ccccc2c1NC(=O)c1c(C)cnn1C,i
O=C(NCc1cccc(Oc2ccc(F)cc2)c1)c1ccco1,i
CCCCOC(=O)CSCc1nc2ccccc2c(=O)[nH]1,i
O=C(NCC1COC2(CCCCC2)O1)c1ccc([N+](=O)[O-])cc1Cl (configuration not stated),i
COc1ccc2cc(CNc3ccc(C)cc3)c(=O)n(CC(=O)Nc3cccc(C)c3)c2c1,i
Cc1ccccc1OCC(=O)NCC1CCN(C2CCCC2)CC1,i
N#Cc1ccc(Cl)cc1NC(=O)C(=O)NCc1ccc(OCc2ccccc2)cc1,i
O=C(COc1ccc(F)cc1)NCCS(=O)(=O)N1CCN(Cc2ccccc2)CC1,i
Cc1cccc(C(=O)Nc2nn(C)c3c2CC(C)C(=O)N3)c1 (configuration not stated),i
CCS(=O)(=O)Nc1ccc2c(c1)N(C(=O)C(C)(C)C)CC2,i
Cc1cc(Nc2ccc(Cl)cc2)n2nc(C(F)(F)F)nc2n1,i
Cc1ccc(CNS(=O)(=O)c2cc3c4c(c2)CCC(=O)N4CCC3)cc1,i
Cc1ccc2c(=O)c(-c3nc(-c4ccc(Cl)cc4)no3)cn(CC(N)=O)c2n1,i
COc1ccc(Cl)cc1C(=O)Nc1ccc(C)c(N2CCCCC2=O)c1,i
COC(=O)c1ccc(NC(=O)C(=O)NCC2CCN(S(C)(=O)=O)CC2)cc1,i
CCOCC(=O)NCCN1CCC(c2cccs2)CC1,i

# Among those listed so far, these have two or more sulfur atoms.
SMILES,GIRK2 activator
O=C(Cc1csc(SCC(=O)c2ccccc2)n1)NCC1CCCCC1,i
CN(C)C(=O)Cc1ccc(NS(=O)(=O)c2ccc(Cl)s2)cc1,i
Cc1nnsc1C(=O)N1CCC(CNC(=O)c2ccc(Cl)s2)CC1,i
O=C(CS(=O)(=O)c1cccs1)NCc1ccco1,i
CCN1C(SCC(=O)Nc2cccc(Cl)c2C)=NS(=O)(=O)c2ccccc21,i
CCN(CC)S(=O)(=O)c1cc(C)ccc1NC(=O)c1cc2c(=O)n3ccccc3nc2s1,i
CC(C)(C)c1csc(CN2CCN(S(=O)(=O)c3ccc(F)cc3)CC2)n1,i
O=C(CSc1nccnc1N1CCSCC1)Nc1ccc(Br)cc1,i
O=C(NCc1ccccc1)c1sccc1S(=O)(=O)N1CCN(c2ccccc2F)CC1,i
Cc1nn(C2CCS(=O)(=O)C2)c2nc(-c3cccs3)cc(C(=O)Nc3ccc(F)cc3F)c12 (configuration not stated),i
